FN deposition inh: fibronectin deposition inhibition. AH1F fibroblasts, Alexa488-fibronectin deposition fluorescence, overnight. inhibition, % at 12.6 µM. 350,000 tested, 0.086% active. AID 743247;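 active = mean inhibition across replicates of 30% or more, regardless of how many single replicates reach that level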;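 also: positive control wells lacked labelled fibronectin entirely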
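test system = AH1F fibroblasts assembling fluorescent fibronectin matrix | quantity = 10000 AH1F cells per well | buffer or medium = DMEM plus 2% serum, read in PBS | doses = single dose, pinned | incubation = 1 h cell attachment, overnight exposure to compound and label | detection = fluorescence at 485 nm excitation, 525 nm emission | read-out basis = inhibition from reduced deposited-fibronectin fluorescence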
Cneo AK release: causes C. neoformans cell lysis; lysis activity, % at 15 µM; AID 651654; 360,000 tested, 0.2% active; adenylate kinase release luminescence, 4 h; normalised: neutral wells 0, clomiphene wells 100;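 active = mean lysis activity across replicates of at least 80%, whatever share of replicates individually reach that level; inactive = mean lysis activity below 80%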
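Assay system: C. neoformans cells. Amount: yeast cell density of 5 × 10^6 cells/mL. Technique: AK luminescence. Buffer or medium: YPD. Times: static 4 h at 37 °C with compound, 1 h detection. Dosing: single-point compound dose. Read-out: lysis from increased AK signal.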
Casp6 inh: inhibitors of human caspase-6; purified caspase-6, Z-VEID-R110 cleavage fluorescence; AID 686996; inhibition, % at 12.5 µM; 350,000 tested, 0.53% active;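 active = mean inhibition across replicates at least about 35%, with every replicate also reaching that limit, limit read from the data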;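 also: 0% = median of neutral control wells and 100% = no fluorescence left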
Target sequence (P55212 24-179 limits assumed): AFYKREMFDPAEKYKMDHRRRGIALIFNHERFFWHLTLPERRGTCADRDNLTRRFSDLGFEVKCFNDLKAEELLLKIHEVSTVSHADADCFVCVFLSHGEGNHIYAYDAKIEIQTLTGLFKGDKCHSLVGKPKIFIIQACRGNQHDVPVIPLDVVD
Target sequence (P55212 194-293 limits assumed): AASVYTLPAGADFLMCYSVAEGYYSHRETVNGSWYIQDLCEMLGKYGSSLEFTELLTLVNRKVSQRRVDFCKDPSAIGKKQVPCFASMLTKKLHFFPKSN
EWS-Fli block: EWS/Fli transcriptional activity inhibition; A673 NR0B1-luciferase reporter, viability-normalised; inhibition, % at 12.6 µM; 350,000 tested, 0.67% active; AID 651661;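 active = mean inhibition of at least 50% after viability correction, with every replicate also passing that limit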;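 also: firefly luciferase signal divided by Alamar Blue viability fluorescence both relative to DMSO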
LGR2 inh: inhibitors of bursicon-induced Drosophila LGR2 receptor cAMP signaling; 380,000 tested, 0.35% active; inhibition, % at 9.99 µM; HEK293 LGR2, CRE-luciferase, bursicon-stimulated, 4 h; AID 720647;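 active = drop in luminescence signal, shown as inhibition above about 50% in the replicate tests, limit read from the data, passing the limit was not always enough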;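 also: agonist challenge used bursicon conditioned medium at about half maximal strength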
miR122 inh: inhibitors of miR-122 in Huh7 cells; Huh7 miR-122 Renilla luciferase sensor, 48 h; neutral wells = 0, positive control = 100; activation (reporter increase), % at 12.5 µM; 340,000 tested, 0.3% active;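 active = mean replicate activation score at least 90 and every replicate individually at or above 90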;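 also: higher luciferase means less miR-122 activity so hits act as miR-122 inhibitors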
PAX8 inh HTS: inhibitors of PAX8 transcriptional activity in RMG-I cells. inhibition, % at 12.6 µM. 360,000 tested, 1.2% active. RMG-I TPO-luciferase reporter, SteadyGlo, 24 h. AID 652154;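 active = mean replicate inhibition at least 60% with every replicate also reaching 60%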;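 also: luciferase light reporting Pax8 driven TPO promoter activity; plate controls were median of neutral control wells for no effect and mitoxantrone controls for full effect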
PGC1a acetyl inh: PGC1a acetylation modulation, inhibitor mode; U2OS PGC1a acetylation, AlphaScreen anti-acetyl-lysine; with virally co-expressed GCN5 acetyltransferase; inhibition, % at 15.6 µM; 350,000 tested, 0.17% active; AID 651687;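 active = every replicate shows inhibition of at least 40%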;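 also: 0% = neutral control wells and 100% = positive control wells; some results beyond the cut were filed as inactive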
Active calls of the source: *; x = not tested or not shown; & = joins results of further samples; [ ] = dose if it differs, or a comment.

SMILES	FN deposition inh	Cneo AK release	Casp6 inh	EWS-Fli block	LGR2 inh	miR122 inh	PAX8 inh HTS	PGC1a acetyl inh
CCCCc1ccc(NC(=O)Nc2c(C)n(C)n(-c3ccccc3)c2=O)cc1	x	5	-1	0	2	x	9	x
CN1C(=O)C(c2ccccc2[N+](=O)[O-])C(=O)c2ccccc21 (configuration not stated)	2	0	-2	4	-2	-4	10	1
COc1ccc(NC(=O)N(C)C[C@H]2Oc3c(NC(=O)c4nc5ccccc5s4)cccc3C(=O)N([C@@H](C)CO)C[C@H]2C)cc1	7&-7	-1&-2	-1&0	-17&-7	7&4	-4[16.7 µM]	-18	12&8
CCN(CC(=O)Nc1c(F)cccc1F)C(=O)CNC(=O)c1ccco1	-2	-1	3	2	3	-6	2	10
O=C(O)c1ccccc1N/C=C\[N+](=O)[O-]	1	x	8	4	4	x	-13	-1
CCOC(=O)C(C)n1cnc2c(nnn2-c2cccc(Cl)c2)c1=O (configuration not stated)	-1	2	-1	-5	4	-5	-23	17
CCN(CC)C(=O)[C@H]1C[C@H](CC(=O)NCc2cccc(C(F)(F)F)c2)C(=O)N2CCc3c([nH]c4ccc(Cl)cc34)[C@]12C	-2	2	1	22	24	-13	76*	-3
CC(C)=CC(=O)Nc1ccc(S(=O)(=O)Nc2ccccn2)cc1	0	x	1	0	10	x	-6	x
O=C(Nc1cccc(CNCCc2c[nH]c3ccccc23)c1)c1ccccc1Cl	4	-1	-9	6	9	-3	4	-20
Nc1ccccc1Sc1nc2ccccc2[nH]1	-6	x	3	-24	x	x	-1	x
CC(NC(=S)Nc1ccc(S(N)(=O)=O)cc1)c1ccc2c(c1)OCO2 (configuration not stated)	-9	x	x	x	20	x	17	11
COC(=O)c1ccccc1NC(=O)Nc1cc(C(C)(C)C)on1	-11	5	-1	-77	-9	0	-120	x

5 successive compounds from above:
SMILES	FN deposition inh	Cneo AK release	Casp6 inh	EWS-Fli block	LGR2 inh	miR122 inh	PAX8 inh HTS	PGC1a acetyl inh
CC(C)=CC(=O)Nc1ccc(S(=O)(=O)Nc2ccccn2)cc1	0	x	1	0	10	x	-6	x
O=C(Nc1cccc(CNCCc2c[nH]c3ccccc23)c1)c1ccccc1Cl	4	-1	-9	6	9	-3	4	-20
Nc1ccccc1Sc1nc2ccccc2[nH]1	-6	x	3	-24	x	x	-1	x
CC(NC(=S)Nc1ccc(S(N)(=O)=O)cc1)c1ccc2c(c1)OCO2 (configuration not stated)	-9	x	x	x	20	x	17	11
COC(=O)c1ccccc1NC(=O)Nc1cc(C(C)(C)C)on1	-11	5	-1	-77	-9	0	-120	x

Next compounds follow:
SMILES	FN deposition inh	Cneo AK release	Casp6 inh	EWS-Fli block	LGR2 inh	miR122 inh	PAX8 inh HTS	PGC1a acetyl inh
O=C(c1cccc(F)c1)N1C[C@H]2[C@@H](c3ccccc31)[C@H](CO)N2C(=O)C1CC1	4	-4	-2	-3	15	0[16.7 µM]	-1	0
Cc1noc(C)c1S(=O)(=O)Nc1ccc2c(c1)CC(=O)N([C@H](C)CO)C[C@H](C)[C@H](CN(C)S(=O)(=O)c1ccccc1)O2	x	-2	4	-6	5	-1[16.7 µM]	-2	6
O=C(Nc1cccc(C(=O)O)c1)/C(=C\c1ccco1)NC(=O)c1ccc(Br)o1	4	7	12	-1	-4	x	4	x
COc1ccc(S(=O)(=O)NCc2ccco2)cc1-c1nnc2c3ccccc3c(C)nn12	1	x	x	x	3	35	x	1
COc1ccc(N(C(=O)c2snc(C(N)=O)c2N)C(C(=O)NC2CCCC2)c2ccco2)c(OC)c1 (configuration not stated)	4	-2	63*	12	4	-2	2	-63
Cc1cccc(NC(=O)CSc2cccc3cccnc23)c1C	-2	0	-2	25	6	0	9	-15
O=C(NC1CCCCC1)[C@H]1[C@H](CO)[C@H]2Cn3c(cccc3=O)[C@@H]1N2Cc1cccnc1	-11	27	-2	-4	-11	x	x	x
O=C(N[C@@H]1CC[C@@H](CCNC(=O)c2ccccc2F)O[C@H]1CO)c1cnccn1	-10	-3	-3	-3	-2	x	7	2
Cc1ccc2c(N)c(C(=O)c3ccccc3)sc2n1	-4	2	1	-69	-33	12	-59	6
CCOc1ccccc1C(=O)OCC(=O)NCc1ccc2c(c1)OCO2	-5	1	3	0	-14	x	2	-5
Cc1noc(C)c1NC(=O)N(C)C[C@H]1Oc2ccc(NC(=O)Cc3ccccc3)cc2C(=O)N([C@H](C)CO)C[C@H]1C	x	-7	-5	x	-25	-6[16.7 µM]	-13	4
CN(Cc1ccccc1)C(=O)COC(=O)c1cc(=O)[nH]c2ccccc12	-4	-1	1	0	-13	3	-6	2
CN(C)C(=O)c1cccc(-c2ccc([C@@H]3[C@@H](CO)N4CCCCN(CC5CCOCC5)C[C@@H]34)cc2)c1	-6	6	0	3	22	4[16.7 µM]	-1	1
Cc1noc(C)c1COC(=O)COc1ccc(C#N)cc1	2	x	-4	-2	15	x	1	x
COc1ccc(C2(C)NC(=O)N(CC(=O)Nc3ccc(S(=O)(=O)N4CCCC4)cc3)C2=O)cc1 (configuration not stated)	-1	x	1	2	-12	x	25	x
CS(=O)(=O)N1CCCC(C(=O)NCc2cccs2)C1 (configuration not stated)	x	1	0	x	9	0	x	4
NC(=O)c1cccc(-c2ccnc3c2CC(C(=O)Nc2ccccc2)O3)c1 (configuration not stated)	x	-3	1	4	-30	2	0	-15
CC(=O)Nc1cccc(-c2cc(NC(C)=O)c3ncc(-c4cccc(C(C)=O)c4)n3c2)c1	-12	1	2	-2	x	x	11	-2
CN(CC(=O)Nc1ccc(F)c(F)c1F)C(=O)C1CCN(C(=O)Nc2ccccc2)CC1	3	0	-1	-5	-16	-4	-9	-11
CC(NC(=O)C1CCC1)c1ccc(Cl)cc1 (configuration not stated)	-5	-1	x	x	x	7	9	4
C=CCNc1nc2cc(-c3ccccc3OC)sc2c(=O)n1C	-6	0	2	-103	-75	-3	-219	-12
CC1=C(C(=O)OC(C)(C)C)C(c2ccco2)C(C#N)=C(N)O1 (configuration not stated)	x	0	-4	17	-10	-4	x	1
O=C(C[C@H]1C[C@@H]2c3cc(NC(=O)Nc4ccc(C(F)(F)F)cc4)ccc3O[C@@H]2[C@@H](CO)O1)NCc1ccccn1	-40	-2	-2	9	2	2[16.7 µM]	12	2
Cc1ccc(NC(=O)/C=N/OCC(=O)NCc2ccccc2Cl)cc1	-2	-7	-3	4	10	-3	7	-3
CC1CCc2nn(CC(=O)Nc3c(F)cc(F)cc3Br)cc2C1 (configuration not stated)	-8	-2	-1	-5	-7	1	-1	8
CCOc1ccccc1OCCCC(=O)NCCc1ccc(S(N)(=O)=O)cc1	-1	1	2	4	5	4	19	-3
Cc1cccc(C(C)C)c1NC(=O)CSc1cccc[n+]1[O-]	-2	0	0	-5	-8	-4	0	-4
O=C(C[C@H]1C=C[C@@H](NC(=O)Cc2cccnc2)[C@H](CO)O1)Nc1ccccc1	x	-10	0	1	9	x	-19	7
Cc1ccc(-c2cc(C(=O)N3CCN(c4ncccn4)CC3)c3cc(Br)ccc3n2)o1	-13	-1	11	-8	13	-3	16	-3
CC(Oc1ccccc1F)C(=O)NNC(=O)Cc1ccc(S(=O)(=O)N2CCOCC2)s1 (configuration not stated)	x	-1	0	5	-9	-3	-2	-12
CNC[C@@H]1OCCCC[C@@H](C)Oc2ccc(NC(=O)C3CCCCC3)cc2C(=O)N([C@H](C)CO)C[C@@H]1C	x	-2	0	-3	12	-3[16.7 µM]	-5	16
COCCN(C(=O)CSc1nnc(-c2ccc(Cl)cc2)o1)c1c(N)n(CC(C)C)c(=O)[nH]c1=O	0	9	3	x	7	x	12	x
Cc1ccc(C)c(NC(=S)Nc2cccnc2)c1	-4	x	-1	13	18	9	4	5
OC(CCCN1CCCCC1)(c1ccccc1)c1ccc(C(F)(F)F)cc1 (configuration not stated)	0	1	-21	-6	-4	-7	4	-19
C[C@@H]1CN([C@H](C)CO)C(=O)c2cc(C#Cc3ccc(F)cc3)cnc2O[C@@H]1CN(C)C	x	0	-21	-5	15	4[16.7 µM]	x	-3
NS(=O)(=O)c1cc2c(cc1Cl)NC(CSCc1ccccc1)=NS2(=O)=O	-7	-3	4	-5	-4	14	-4	-3
CCS(=O)(=O)N1CCCCN2[C@H](CO)[C@H](c3ccc(C4=CCCC4)cc3)[C@H]2C1	x	2	1	4	4	7[16.7 µM]	2	3
Cc1ccccc1C1NC(=O)c2ccccc2O1 (configuration not stated)	4	2	-1	13	14	-5	-2	x
O=C(NCCN1CCN(c2ccccc2)CC1)Nc1ccc(Cl)cc1	x	6	-3	14	-9	x	-4	4
O=C(Nc1ccccn1)c1ccc(COc2ccccc2Cl)o1	4	-2	x	x	x	-9	-103	-3
COc1ccc(-c2nc3ccccn3c2Cl)cc1	16	-4	0	18	17	-3	-52	3
C[C@H](CO)N1C[C@H](C)[C@H](CN(C)C(=O)c2cc(Cl)cc(Cl)c2)OCc2ccccc2-c2c(n(C)c3ccccc23)C1=O	-3	x	-7	-1	8	x	25	1
O=C(NC1CCCc2c1cnn2-c1ccc(F)cc1F)c1ccccc1N1CCOCC1 (configuration not stated)	12	1	-3	x	-6	1	-1	3
CCCn1cc(C(=O)OCC)c(=O)c2cc(F)c(F)cc21	-5	0	-4	-8	-6	2	-6	9
CCOc1ccccc1/C=N/n1c(COc2ccccc2)n[nH]c1=S	-8	-1	1	-13	1	0	12	-12
Cc1cc(N=NC(=O)c2ccccc2O)c2ccccc2c1O	0	x	8	-72	x	x	-125	x
O=C(COC(=O)Cc1ccc(Br)cc1)Nc1c(F)c(F)c(F)c(F)c1F	-12	3	3	7	16	9	3	x
CC(O)CNc1nc2ccccc2n1CC(=O)N1CCN(Cc2ccccc2)CC1 (configuration not stated)	5	x	0	0	-2	-7	4	2

Reprinted at random: 2 entries already listed
SMILES	FN deposition inh	Cneo AK release	Casp6 inh	EWS-Fli block	LGR2 inh	miR122 inh	PAX8 inh HTS	PGC1a acetyl inh
Cc1ccccc1C1NC(=O)c2ccccc2O1 (configuration not stated)	4	2	-1	13	14	-5	-2	x
CCOc1ccccc1/C=N/n1c(COc2ccccc2)n[nH]c1=S	-8	-1	1	-13	1	0	12	-12

The results go on.
SMILES	FN deposition inh	Cneo AK release	Casp6 inh	EWS-Fli block	LGR2 inh	miR122 inh	PAX8 inh HTS	PGC1a acetyl inh
Cc1cccc(N(C(=O)Cn2nnc3ccccc32)C(C(=O)NC(C)(C)C)c2ccsc2)c1C (configuration not stated)	x	-1	x	x	4	38	x	8
CC(C)NC(=O)N1Cc2cc(C(=O)NC3Cc4ccccc4C3)nc(-c3cccc(-c4cccnc4)c3)c2[C@@H]1CCO	5	1	-4	13	9	x	49	x
O=c1cc(-c2ccco2)oc2c1ccc1ccccc12	1	0	x	x	x	0	-1	11
Cc1ccc(S(=O)(=O)N2CCOCC2)cc1NC(=O)Cn1c(=O)ccn(Cc2ccccc2)c1=O	-10	-1	0	3	2	x	-3	x
N#C[C@H]1[C@H](c2ccccc2-c2cccc(F)c2)[C@@H](CO)N1C(=O)C1CCC1	-9	x	-1	-1	8	x	-12	3
O=C(NCCCc1ccccc1)C1CCC(=O)N(Cc2ccc(Cl)cc2)C1 (configuration not stated)	9	-1	-3	-21	-15	-8	-57	-2
CCCc1c(C(=O)NNc2cccc(Cl)c2)cnn1-c1ccccc1	-3	x	2	4	14	x	-17	-11
COc1ccc(NC(=O)CN2CCN(CC(=O)Nc3ccc(F)cc3)CC2)c(OC)c1	-8	-1	2	8	-1	-16	0	3
Cc1nnc(SCc2ccc(Cl)cc2)nc1/C=C/N(C)C	-4	x	3	-6	4	x	-9	2

From PubChem BioAssay

Rows are unselected. About 2.5% of those tested had a hit in this group.
